# Assay outcomes: PubChem BioAssay, several laboratories
# S1P3 antag: S1P3 receptor antagonists, primary screen, cell-based. CHO S1P3 NFAT-BLA reporter, FRET fluorescence, antagonist mode. inhibition, % at 4.98 µM. actives 0.27% (n = 170,000);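 active = inhibition above the plate cutoff, the mean inhibition of test wells on that plate plus 3 SD, cut at about 28% in these data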;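 also: cells challenged with S1P at its EC80 of 0.8 µM; blue over green emission ratio from cleaved BLA substrate after 4 h stimulation; 0% = S1P-stimulated wells and 100% = unstimulated DMSO-only wells; some compounds past the cut are filed as inactive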
# RAM network inh: inhibitors of the yeast RAM network, primary screen, dse1pr::URA3 reporter, 5-FOA selection | S. cerevisiae dse1pr::URA3 reporter, 5-FOA growth OD615, 2 d; analog-sensitive cbk1-as2 kinase mutant strain | inhibition, % at 50 µM | actives 1.8% (n = 190,000) | AID 868, 2007;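 active = inhibition above a set limit, 3 SD over mean compound inhibition, cut at about 8.4% in these data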;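 also: 0% = DMSO-only wells with no growth and 100% = 10 µM 1-NA-PP1 full growth; inhibition rescues growth on 5-FOA so higher OD means more RAM inhibition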
# Diaphorase inh: diaphorase inhibitors and chemical oxidizers, primary screen, counter-screen for diaphorase-coupled primary assays, biochemical, uHTS, resorufin fluorescence | actives 0.69% (n = 190,000) | inhibition, % at 20 µM | diaphorase resazurin-to-resorufin fluorescence, NADH, 16 min; bacterial (C. kluyveri) enzyme, not human;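 active = primary screen inhibition at 20 µM above a set limit, cut at about 50% in these data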;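 also: plate controls were DMSO with full reaction for no effect and wells lacking NADH for full effect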
#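 Test system: diaphorase enzyme from Clostridium kluyveri; amount: diaphorase at 0.14 U/mL in enzyme working solution; detection: fluorescence of resorufin formed from resazurin, Ex 544/Em 590 nm; times: reaction incubation of 16 min at room temperature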
# PMI act: activators of human PMI, primary screen, biochemical, fluorescence intensity, near-Km mannose 6-phosphate. Mannose-6-phosphate isomerase (Homo sapiens), P34949. purified human PMI, coupled resazurin fluorescence, 20 min; hits give high values; 1 = vehicle control, 0 substrate-free wells. activation factor at 20 µM. actives 0.005% (n = 190,000). AID 1214, 2008;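 active = activation factor of 2 or more at 20 µM, relative to plate controls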
# DTT redox prof: compounds producing H2O2 with reducing agent – biochemical, NIH compound library profiling, artefact control for MLSCN library redox annotation, primary screen; DTT-dependent redox cycling H2O2, phenol red/HRP absorbance; 100% = 100 µM peroxide control, 0% = buffer; activation, % at 10 µM; actives 0.03% (n = 200,000); AID 878, 2007;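 active = activation of at least 50% relative to the plate's high and low controls in the primary single-dose screen; inactive = activation below 50%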;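 also: compound incubated with DTT at 0.8 mM final as the reducing agent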
# Lmaj promast: Leishmania major promastigote growth inhibition, primary screen; Leishmania major promastigotes, resazurin fluorescence viability; actives 9% (n = 200,000); inhibition, % at 10 µM;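 also: promastigotes grown with compound for 44 hours at 28 °C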
# G6PDH counter: L. mesenteroides G6PDH inhibitors, counter-screen for G6PDH-coupled screening assays, biochemical, Leuconostoc mesenteroides enzyme | Purified L. mesenteroides G6PDH, diaphorase/resazurin coupled fluorescence, 45 min | inhibition, % at 5 µM | actives 0.12% (n = 200,000) | AID 1020, 2008
# Diaphorase act: compounds boosting diaphorase resazurin reduction – biochemical, uHTS, resorufin fluorescence, counter-screen for diaphorase-coupled primary assays, primary screen; actives 0.005% (n = 190,000); activation factor at 20 µM; Diaphorase/resazurin coupled assay, 16 min; hits give high values; 1 = vehicle wells, 0 = NADH-free wells;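 active = diaphorase activity raised at least twofold by the compound at 20 µM; inactive = activation factor below 2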
#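 Material: Purified diaphorase enzyme from Clostridium kluyveri | Buffer or medium: 50 mM HEPES pH 7.4 with 4.542 mM MgCl2, 0.005% Tween 20 | Times: 16 min enzyme reaction, ambient temperature | Signal: Red resorufin fluorescence at 544/590 nm excitation/emission | Measure: Increased resorufin signal from activators or reducing compounds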
# TLR4-MyD88 BLA: inhibitors of TLR4-MyD88 association in cells, primary screen, cell-based, HeLa CL3-4, BLA complementation, FRET ratio. Toll-like receptor 4 (Homo sapiens) + Myeloid differentiation primary response protein …. HeLa CL3-4 TLR4/MyD88 BLA complementation. inhibition, % at 8.4 µM. actives 0.18% (n = 200,000). AID 861, 2007; in the data active = inhibition above about 25%;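 also: 0% = vehicle and 100% = reference inhibitor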
# Target sequence (O00206 whole entry, looked up): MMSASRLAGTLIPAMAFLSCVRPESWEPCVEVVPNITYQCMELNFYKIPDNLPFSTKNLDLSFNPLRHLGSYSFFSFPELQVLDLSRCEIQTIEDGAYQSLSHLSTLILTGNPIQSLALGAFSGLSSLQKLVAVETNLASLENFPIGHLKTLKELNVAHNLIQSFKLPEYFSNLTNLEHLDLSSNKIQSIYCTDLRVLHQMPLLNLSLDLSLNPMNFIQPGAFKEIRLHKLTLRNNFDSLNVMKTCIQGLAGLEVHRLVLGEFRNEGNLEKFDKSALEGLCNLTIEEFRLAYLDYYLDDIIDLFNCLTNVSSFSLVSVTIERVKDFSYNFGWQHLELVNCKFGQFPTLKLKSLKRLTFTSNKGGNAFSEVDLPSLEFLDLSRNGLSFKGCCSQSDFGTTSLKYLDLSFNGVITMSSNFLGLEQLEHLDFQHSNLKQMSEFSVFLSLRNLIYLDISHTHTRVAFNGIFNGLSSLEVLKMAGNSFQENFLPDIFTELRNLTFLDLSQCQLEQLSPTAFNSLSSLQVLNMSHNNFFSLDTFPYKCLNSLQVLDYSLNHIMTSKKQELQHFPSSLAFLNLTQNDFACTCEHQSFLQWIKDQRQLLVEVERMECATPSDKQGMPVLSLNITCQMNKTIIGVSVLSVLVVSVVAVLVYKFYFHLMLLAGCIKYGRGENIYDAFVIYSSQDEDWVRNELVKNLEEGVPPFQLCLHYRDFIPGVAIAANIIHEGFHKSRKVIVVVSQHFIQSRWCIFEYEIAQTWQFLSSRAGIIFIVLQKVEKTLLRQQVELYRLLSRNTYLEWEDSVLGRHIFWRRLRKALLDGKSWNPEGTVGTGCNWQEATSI
# Target sequence (Q99836 whole entry, looked up): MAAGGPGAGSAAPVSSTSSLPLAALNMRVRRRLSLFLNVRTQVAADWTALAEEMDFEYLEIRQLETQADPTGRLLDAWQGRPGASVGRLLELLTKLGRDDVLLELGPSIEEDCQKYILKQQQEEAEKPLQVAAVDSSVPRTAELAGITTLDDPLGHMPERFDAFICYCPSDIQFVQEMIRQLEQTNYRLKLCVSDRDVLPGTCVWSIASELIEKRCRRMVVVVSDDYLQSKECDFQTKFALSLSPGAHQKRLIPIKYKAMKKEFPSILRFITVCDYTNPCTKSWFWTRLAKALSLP
# Hsp70 act: Hsp70 transcriptional activators, primary screen, cell-based, HeLa, Hsp70 promoter luciferase, luminescence, 10 µM; activation, % at 10 µM; HeLa Hsp70 promoter luciferase reporter; scaled: vehicle 0, proteasome-inhibitor control 100%; AID 1203, 2008; actives 0.04% (n = 200,000);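 active = activation above the mean across all tested compounds plus 3 SD, cutoff set per campaign, cut at about 5.5% in these data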;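 also: 100% = MG132 at 30 µM as the positive control and 0% = DMSO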
# PMI act hi M6P: human PMI activators, high substrate, primary screen, biochemical, fluorescence intensity, near-saturating mannose 6-phosphate | activation factor at 20 µM | coupled PMI enzyme assay, resazurin fluorescence, 20 min; hits give high values; 1 = untreated enzyme, 0 = substrate-free blank | actives 0.34% (n = 190,000);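 active = activation factor of 2 or more at 20 µM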
#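 test system = human PMI in coupled enzyme assay | medium = HEPES-buffered pH 7.4 with magnesium and detergent | also added = 1.0 mM mannose-6-phosphate substrate with 0.22 mM NADP+ | compound = 20 µM single dose | times = 20 min incubation at room temperature | measured by = resorufin fluorescence (Ex 544/Em 590 nm) from resazurin via diaphorase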
# * hit, by the source's call; nt = no result given. Rule as the data show it, unless noted: active = inhibition above about 50%; inactive = the rest. Random draw from the library; 12% or so of the library scored in one or more.
Structure,S1P3 antag,RAM network inh,Diaphorase inh,PMI act,DTT redox prof,Lmaj promast,G6PDH counter,Diaphorase act,TLR4-MyD88 BLA,Hsp70 act,PMI act hi M6P
CCOc1ccc(S(=O)(=O)NNC(=O)c2cc3ccccc3o2)cc1,-4,5.9,8,0.9,-0.1,-9,-7,0.9,-3,0.4,1
CC(C)CNC(=O)[C@H](Cc1ccccc1)NC(=O)c1ccco1,nt,0.4,3,0.9,2.6,5,10,1,5,-0.3,1
CC(C)C(=O)N1CCC(CN=CC2=C(O)CC(C)(C)CC2=O)CC1,nt,0.1,-6,1.1,-0.2,-3,5,1.1,-3,0.3,1.1
Cc1c(Cl)cccc1NC(=O)CNCc1ccccc1F,6,-0.7,13,1,-1.2,-7,-2,0.9,1,-0.2,1
CCc1ccc(-c2csc3ncn(Cc4ccc(C(=O)O)cc4)c(=O)c23)cc1,8,2.7,6,1,-1.0,-6,6,0.9,15,0.1,0.9
CCOc1ccc(NC(=O)CC2C(=O)N(CC)C(=S)N2CCNC(C)=O)cc1 (stereo unspecified),-2,-0.1,7,1,0.0,-4,2,0.9,-6,0.2,1
CCCN(CCC)c1ccc(/C=N/NC(=O)CN2CCOCC2)cc1,4,0.2,2,0.9,-0.6,5,5,1,2,0.0,1
Cc1cc2ncn(S(=O)(=O)N(C)C)c2cc1C,nt,0.9,10,1,0.2,3,0,0.9,4,-0.4,1

# 3 compounds out of the list above, arranged by their value in TLR4-MyD88 BLA, smallest number first:
Molecule | S1P3 antag | RAM network inh | PMI act | DTT redox prof | TLR4-MyD88 BLA | Hsp70 act | PMI act hi M6P
CC(C)C(=O)N1CCC(CN=CC2=C(O)CC(C)(C)CC2=O)CC1 | nt | 0.1 | 1.1 | -0.2 | -3 | 0.3 | 1.1
Cc1c(Cl)cccc1NC(=O)CNCc1ccccc1F | 6 | -0.7 | 1 | -1.2 | 1 | -0.2 | 1
Cc1cc2ncn(S(=O)(=O)N(C)C)c2cc1C | nt | 0.9 | 1 | 0.2 | 4 | -0.4 | 1

# Next section.
Structure,S1P3 antag,RAM network inh,Diaphorase inh,PMI act,DTT redox prof,Lmaj promast,G6PDH counter,Diaphorase act,TLR4-MyD88 BLA,Hsp70 act,PMI act hi M6P
O=C(CSc1nnc(-c2ccccc2)n1CC1CCCO1)N1CCCC1 (stereo unspecified),-19,1.5,nt,nt,-1.0,-7,2,nt,8,0.0,nt
O=C(NC1CCN(C(=O)N2c3ccccc3Sc3ccccc32)CC1)c1ccco1,nt,0.0,32,1,-1.0,23,17,0.7,-8,-0.3,0.9
COc1ccc(NC(=O)Nc2ccc(C)cc2Br)c(OC)c1,-1,1.8,-4,1.1,0.4,-4,0,1,3,0.0,1.1
CC(=O)c1ccc2cccc3c2c1N=CN3C,nt,0.8,26,0.6,-0.2,-5,32,0.7,5,-0.1,0.4
CCOC(=O)c1ccc2c(c1)nc(SCC(=O)c1cc3ccccc3o1)n2CC,nt,5.7,23,1.1,0.4,1,6,0.8,5,-0.1,1.2
CS(=O)(=O)N(CCc1ccccc1)CC(=O)N1CCN(Cc2ccc3c(c2)OCO3)CC1,-9,1.7,-1,1,-0.8,-3,11,1,0,-0.3,1
COCC1CCN(Cc2nc(Cc3ccccc3Cl)no2)CC1,-14,4.4,5,1,-0.9,3,3,0.9,3,-0.1,1.1
C=CCn1c(N)cc(=O)nc1SCC(=O)Nc1ccccc1,-14,0.1,8,1,-0.2,-4,4,0.9,2,-0.2,1
O=P(CCCCCCCCCP(=O)(c1ccccc1)c1ccccc1)(c1ccccc1)c1ccccc1,nt,-0.7,7,1,0.4,93*,0,0.9,0,-0.4,1
Cc1ccc(C(=O)N(NC2=NS(=O)(=O)c3ccccc32)S(=O)(=O)c2ccc(C)cc2)cc1,nt,0.0,4,1,2.2,-6,3,1,0,0.1,1
O=C(NCc1cccnc1)c1noc2c1CCCCC2,-18,2.4,16,1,-2.7,18,6,0.8,-2,-0.3,1
Cc1ccc(C(O)c2nc3ccccc3n2C(C)C)cc1 (stereo unspecified),26,1.1,17,0.8,4.2,5,6,0.8,0,-0.1,0.9
Cc1cc(=O)c2c(C)nn(-c3ccccc3)c2[nH]1,-3,0.9,3,0.9,1.7,-3,-7,1,7,0.1,0.9
COCCNS(=O)(=O)c1ccc(-c2ccc(C)cc2)cc1,nt,1.0,0,0.9,0.1,-2,2,1,1,-0.4,1
Cc1nn(C)cc1NC(=O)c1ccc(Br)o1,-8,1.6,3,0.9,-0.6,-3,4,1,7,-0.3,1
Cc1ccccc1C(=O)NC(=S)Nc1sc2c(c1C#N)CCCC2,nt,5.9,25,0.9,2.1,-1,-39,0.8,-2,0.1,0.8
O=C(Cn1nnc2ccccc2c1=O)NCCc1ccc(F)cc1,-6,1.0,-11,1,-0.3,-5,16,1.1,5,0.4,1.1
CCN(C(=O)CSc1nc2nc(C)cc(C)n2n1)C1CCS(=O)(=O)C1 (stereo unspecified),3,2.3,4,1.1,-0.6,-5,5,1,-1,0.1,0.9
COc1ccc(OCC(O)CN(CCO)CC(O)Cn2ccc3ccccc32)cc1 (stereo unspecified),1,-0.4,15,0.8,0.1,-2,6,0.8,-16,-0.2,0.9
CCOC(=O)c1nc(Nc2ccc(N3CCC(C)CC3)cc2)c2ccccc2n1,-6,-0.8,30,0.8,0.1,53*,-3,0.7,-29,-0.4,0.8
COc1ccc(CCNC(=O)CCCn2c(SCC#N)nc3ccccc3c2=O)cc1OC,8,4.0,14,1,1.4,-1,2,0.9,-4,-0.3,1
c1ccc(-c2ncc3c(ccc4ccccc43)n2)cc1,3,4.4,8,0.9,-0.1,-6,7,0.9,-2,0.0,1
C/C(=N/N1CCN(c2ccccn2)CC1)c1ccc([N+](=O)[O-])cc1,nt,1.1,-10,1.1,-0.2,5,-4,1.1,1,-0.3,1.1
O=C(Nc1ccc(F)cc1F)c1cccnc1,6,1.2,14,1,-1.9,-5,7,0.9,2,-0.1,1
CCCCNC(=O)CSc1nc2ccccc2c(=O)n1CCNC(C)=O,nt,-0.3,9,1.1,1.6,-4,10,0.9,17,-0.2,1.1
CCN(CC)c1nc(-c2ccccc2)ncc1S(=O)(=O)c1ccc(C)cc1,4,8.0,32,0.9,1.4,14,11,0.7,-2,-0.3,0.9
C1CCCC(N2CCNCC2)CC1,nt,1.4,12,1.1,0.1,-7,-1,0.9,-12,0.0,1.1
COc1ccc(C(=O)N2CCC(n3c(C)nc4cc(F)ccc43)CC2)cc1OC,-25,1.1,3,1,1.2,9,14,1,6,-0.1,1
O=C(CNC(=O)c1cc2ccccc2o1)NCc1cccs1,16,1.9,12,1,1.9,-4,-1,0.9,-9,-0.3,1
Cc1cc(NC(=O)CN2CCN(c3ncccn3)CC2)no1,nt,0.6,9,1,0.0,2,5,0.9,-3,-0.3,1.1
Cc1ccc(C(=O)NC2CC(C)(C)NC(C)(C)C2)c(C)c1,nt,3.6,9,1,-2.3,-2,-5,0.9,-7,0.1,1
Cc1cc(/C=c2/sc3nc4ccccc4n3c2=O)c(C)n1-c1ccccn1,nt,4.3,52*,0.9,1.0,-3,10,0.5,-7,-0.6,1.1
CCn1cc(C(=O)Nc2ccc(-n3cnnn3)c(OC)c2)c(=O)c2ccc(C)nc21,1,-0.8,23,0.8,0.1,1,4,0.8,1,-0.2,0.9
O=C(CSc1ccc(-c2ccco2)nn1)NC1CCCCC1,-8,1.2,18,0.8,-0.6,4,12,0.8,0,-0.2,0.7
CCOc1ccc(OCC)c(-c2c(=O)n(OCc3ccccc3C(=O)OC)c3ccccc3[n+]2[O-])c1,nt,1.7,15,1,-3.8,79*,4,0.8,0,-0.3,1
O=c1c2sc(-c3ccccc3)cc2nc2n1CCC2,nt,5.3,-7,1,0.7,6,0,1.1,-17,0.1,1.1
Cc1nn(-c2ccc(F)cc2)c2sc(C(=O)N3CCCCCC3)cc12,-25,-0.9,25,0.8,2.6,-1,-32,0.7,-1,-0.5,0.9
CCCSC1=C(C#N)C2(CCCCC2)C(C#N)=C(N)N1,-2,3.9,22,0.9,-0.5,43,16,0.8,-24,-0.1,0.8
CC(=O)c1ccc(OCCCC(=O)NC2=NCCS2)cc1,nt,-1.1,-8,1.1,0.7,0,5,1.1,-14,-0.3,1
CCOC(=O)c1ccccc1Nc1cc(C)nc2nc(C)nn12,20,-1.3,17,0.9,0.0,-5,2,0.8,1,-0.2,0.9
CCCn1c(SCC(=O)Nc2nc3c(s2)CCCC3)nc2c1c(=O)n(C)c(=O)n2C,-17,2.2,6,1,-0.3,-1,6,0.9,-6,-0.3,1
Clc1ccccc1CONc1ncnc2nonc12,-3,-1.4,6,0.9,-0.3,5,5,0.9,-10,-0.3,1
O=C(Cc1cccs1)N1CCN=C1SCc1ccccc1F,-8,1.3,7,1,-1.2,11,-2,0.9,-15,-0.3,1
O=C(c1cc2c(s1)CCCC2)N1CCN(S(=O)(=O)c2ccccc2C(F)(F)F)CC1,2,3.6,24,0.9,0.3,77*,0,0.8,7,-0.1,0.9
Cc1cc(NC(=O)CSc2nnc(-c3ccc(Br)o3)n2Cc2ccccc2)no1,nt,3.8,11,1,-3.3,10,2,0.9,-23,0.1,0.9
C=CCNc1scc(-c2ccccc2)[n+]1CC=C,-1,0.5,4,1.2,-1.6,10,1,1,-4,0.1,1.1
C#CCOCCOCCOCCNc1nc(N2CCN(C(=O)[C@H]([C@@H](C)CC)n3cc([C@@H](N)CC(C)C)nn3)CC2)nc(N2CCN(C(=O)[C@H](Cc3ccc(O)cc3)n3cc([C@@H](N)C(C)CC)nn3)CC2)n1 (stereo partly specified),-12,2.4,15,0.9,-1.6,-5,5,0.8,6,0.2,0.9
